# Source: PubChem BioAssay (The Scripps Research Institute Molecular Screening Center)
# CHRM4 PAM: positive allosteric modulators of human muscarinic M4 receptor; AID 624126; 360,000 compounds, 0.4% hits; P08173; activation, % at 3 µM; CHO-K1 hM4/Gqi5, Fluo-8 calcium fluorescence, ACh EC20; 0% = ACh EC20, 100% = maximal ACh;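 active means activation above its plate's cutoff, the mean activation of sample wells plus 3 SD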; further: some results filed as inactive read as strong as hits
# Target sequence (P08173 whole entry, looked up): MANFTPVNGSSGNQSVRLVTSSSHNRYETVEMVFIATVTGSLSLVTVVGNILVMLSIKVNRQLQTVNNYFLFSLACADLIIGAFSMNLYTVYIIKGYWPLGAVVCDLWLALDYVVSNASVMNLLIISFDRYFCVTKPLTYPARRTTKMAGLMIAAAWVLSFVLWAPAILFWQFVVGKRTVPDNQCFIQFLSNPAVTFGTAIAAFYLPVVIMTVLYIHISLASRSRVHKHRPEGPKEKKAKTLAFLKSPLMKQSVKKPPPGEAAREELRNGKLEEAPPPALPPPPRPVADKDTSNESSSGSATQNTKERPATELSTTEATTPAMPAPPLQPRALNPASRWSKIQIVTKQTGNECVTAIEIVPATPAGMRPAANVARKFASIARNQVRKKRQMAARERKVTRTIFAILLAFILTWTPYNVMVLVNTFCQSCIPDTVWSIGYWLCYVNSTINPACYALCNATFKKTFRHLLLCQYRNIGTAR
# M5 ag: agonists of human muscarinic M5 receptor (CHRM5); P08912; CHO-K1 hM5 cells, Fluo-8 calcium fluorescence; 0% DMSO wells, 100% maximal acetylcholine response; activation, % at 3 µM; 360,000 compounds, 0.19% hits;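 active means activation above the run's mean over test compounds plus 3 SD, cut at about 23% in these data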;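 further: signal is peak over basal fluorescence ratio across the kinetic read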
# Target sequence (P08912 whole entry, looked up): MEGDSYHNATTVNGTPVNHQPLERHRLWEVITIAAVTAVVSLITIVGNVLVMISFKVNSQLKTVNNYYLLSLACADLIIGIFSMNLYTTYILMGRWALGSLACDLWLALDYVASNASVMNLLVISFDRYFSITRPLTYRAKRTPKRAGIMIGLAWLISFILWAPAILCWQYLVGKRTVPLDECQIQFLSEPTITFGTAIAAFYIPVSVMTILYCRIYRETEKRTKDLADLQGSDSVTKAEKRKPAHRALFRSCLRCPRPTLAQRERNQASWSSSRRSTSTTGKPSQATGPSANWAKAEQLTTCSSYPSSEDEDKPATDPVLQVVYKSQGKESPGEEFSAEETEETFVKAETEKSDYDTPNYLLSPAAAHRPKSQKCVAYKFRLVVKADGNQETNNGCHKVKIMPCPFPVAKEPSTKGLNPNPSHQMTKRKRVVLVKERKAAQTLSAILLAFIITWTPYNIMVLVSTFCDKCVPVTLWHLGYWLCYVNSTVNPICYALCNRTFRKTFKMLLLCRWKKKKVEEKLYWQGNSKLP
# CHO-K1 Ca PAM: M1 PAM counterscreen hit in parental CHO-K1 cells. ATP EC20, Fluo-8 calcium fluorescence; 0% at ATP EC20, 100% at ATP max. activation, % at 3 µM. 360,000 compounds, 0.02% hits;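 active means activation above the run cutoff, the mean activation of all test compounds plus 3 SD, cut at about 40% in these data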;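 further: peak over basal fluorescence ratio in a 140 s read after ATP addition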
# CHRM4 antagonist: antagonists of human muscarinic M4 receptor (CHRM4); CHO-hM4 cells, ACh EC80, Fluo-8 calcium fluorescence; inhibition, % at 3 µM; 360,000 compounds, 0.73% hits;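 active means inhibition above its plate's cutoff, the mean inhibition of sample wells plus 3 SD, cut at about 27% in these data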;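 further: 0% = acetylcholine EC80 with DMSO and 100% = DMSO without agonist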
# CHO-K1 Ca ag: nonselective activator or artifact in parental CHO-K1 cells. Fluo-8 calcium fluorescence; scaled to maximal ATP response, vehicle zero. activation, % at 3 µM. 360,000 compounds, 0.48% hits; in the data active means activation above about 15%;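 further: untransfected CHO-K1 host cells lacking M1 receptor as counterscreen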
# M4 ag: agonists of human muscarinic M4 receptor (CHRM4). P08173. CHO-K1 hM4/Gqi5, Fluo-8 calcium fluorescence; vehicle 0%, full acetylcholine response 100%. activation, % at 3 µM. 360,000 compounds, 0.14% hits. AID 624127;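 active means activation above the run mean over all test wells plus 3 SD, cut at about 32% in these data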;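 further: peak over basal fluorescence ratio per well then scaled between controls; 0% = DMSO wells and 100% = acetylcholine at EC100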
# CHO-K1 Ca antag: nonselective inhibitor or artifact in parental CHO-K1 cells; AID 602250; ATP-induced calcium, Fluo-8 fluorescence; 360,000 compounds, 0.6% hits; inhibition, % at 3 µM;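 active means inhibition above a per-plate cutoff, the plate's mean sample inhibition plus 3 SD, cut at about 24% in these data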;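 further: 0% = DMSO plus EC80 ATP and 100% = DMSO alone without ATP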
# M5 antag: antagonists of human muscarinic M5 receptor (CHRM5) | CHO-hM5 cells, Fluo-8 calcium fluorescence, ACh EC80 | 360,000 compounds, 0.59% hits | inhibition, % at 3 µM;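 active means inhibition above a per-plate cutoff, the mean of that plate's test compounds plus 3 SD, cut at about 27% in these data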;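 further: 0% = acetylcholine EC80 with DMSO and 100% = DMSO without agonist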
# M5 PAM: positive allosteric modulators of human muscarinic M5 receptor; 360,000 compounds, 0.3% hits; activation, % at 3 µM; AID 624038; CHO-K1 hM5, Fluo-8 calcium, ACh EC20 PAM; 0% = ACh EC20, 100% = ACh EC100;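 active means activation above the run cutoff, the mean activation of all test compounds plus 3 SD, cut at about 18% in these data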
#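 Probe or stimulus: acetylcholine, EC20 level; Assay system: human M5 receptor in CHO-K1 cells; Schedule: compound preincubation 140 s before EC20 acetylcholine addition; Technique: intracellular calcium via Fluo-8 fluorescence; Dosing: single-point, 3 µM nominal; Read-out basis: percent activation from peak-over-basal fluorescence ratio, scaled EC20-to-EC100 acetylcholine; Repeats: one well per compound, no replicates.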
# Numbers without * were called inactive; · = no result given.
1) CCOc1ccc(CCN2C(=S)N([C@@H](Cc3ccc(O)cc3)CN3CCC[C@@H]3CN3C(=S)NC[C@@H]3CC(C)C)C[C@@H]2Cc2ccccc2)cc1
2) O=C(CSc1nc2ccccc2o1)NC1CCCC1
3) CC1=C(C(=O)N2CCCCCC2)CC(CC(=O)NC2CCCCC2)C(=O)N1Cc1ccc(C(C)(C)C)cc1 (centres undefined)
4) CC(=O)Nc1cccc(NC(=O)CS(=O)(=O)c2cn(CC(=O)N(C(C)C)C(C)C)c3ccccc23)c1
5) CC(=O)n1cc([C@@H]2C=C(C(=O)NCc3ccccc3)O[C@H](OCCCCO)C2)c2ccccc21
6) O=C(CN(C(=O)c1csnn1)c1ccc(F)c(Cl)c1)NCc1ccc(F)cc1
7) O=C(CSC1=NS(=O)(=O)c2ccccc2N1)Nc1ccc(F)cc1
8) Cc1ccc(S(=O)(=O)NCc2ccc3[nH]c(C)cc3c2)cc1

screen / no.	1	2	3	4	5	6	7	8
CHRM4 PAM	23*	3	7	-6	-5	5	6	-12
M5 ag	-4	2	2	-5	2	1	1	4
CHO-K1 Ca PAM	18	10	25	8	-9	4	-5	2
CHRM4 antagonist	-12	3	-12	-9	-2	-10	5	6
CHO-K1 Ca ag	1.1	0.2	3.3	0.9	0.7	2.0	0.6	2.9
M4 ag	2	1	7	1	8	6	0	9
CHO-K1 Ca antag	0	-8	1	0	-4	-13	0	7
M5 antag	-3	-2	-7	-7	16	1	12	6
M5 PAM	0	8	2	9	-10	1	-6	-11

9) COC(=O)/C=C1/N/C(=N\c2nc(C)cc(C)n2)N(c2cccc(C)c2)C1=O
10) CCOc1ccc2nc(SCc3ccc(CC(=O)O)cc3)c(C#N)cc2c1
11) O=C(NCc1cccc(Br)c1)C1CC(c2cc(C(F)(F)F)cc(C(F)(F)F)c2)=NO1 (centres undefined)
12) O=C(Nc1nc2ccccc2s1)Nc1ccc(F)cc1F
13) CC1=NNC(=O)/C1=C\c1cn(-c2ccccc2)nc1-c1ccc(F)cc1
14) CC(=O)NCCc1nc2cc(NC(=O)c3cccs3)ccc2n1C
15) COc1ccc(CN2C(=O)c3ccccc3C2=O)cc1C(=O)N(C)CC(=O)Nc1ccc(C)cc1
16) C#CCN(C[C@@H]1[C@@H](OC(=O)NCCCCCC)[C@@H](OC(=O)NCCCCCC)Cn2c(=O)n(CCCCCC)c(=O)n21)S(=O)(=O)c1ccc(C)cc1

screen / no.	9	10	11	12	13	14	15	16
CHRM4 PAM	0	-5	8	-4	-7	3	0	6
M5 ag	-4	-4	0	4	21	3	1	2
CHO-K1 Ca PAM	20	-1	13	23	5	5	3	15
CHRM4 antagonist	1	-5	-5	-6	3	7	-10	-7
CHO-K1 Ca ag	0.2	-0.4	0.9	0.6	2.7	2.8	1.9	0.9
M4 ag	0	0	5	1	6	1	6	0
CHO-K1 Ca antag	-10	3	-11	-18	5	-3	-10	-17
M5 antag	13	-8	9	7	50*	-9	5	1
M5 PAM	-7	-1	-5	-3	-4	16	-6	-4

17) O=C(NC(C(=O)c1ccccc1)N1CCOCC1)c1ccccc1 (centres undefined)
18) O=C(Nc1cc(S(=O)(=O)Nc2ccccc2Cl)ccc1O)c1ccc(F)cc1F
19) CN(C(=O)COc1coc(CN2CCN(c3ccccc3)CC2)cc1=O)c1ccccc1
20) O=C(Nc1ccc(Br)cc1F)C1CC(=O)N(C2CCCCC2)C1 (centres undefined)
21) Cc1ccc(Cl)c(OCCN2CCCC(C)C2)c1 (centres undefined)
22) COC(=O)[C@@]12CCCCN1[C@H](c1ccc(-c3cccc(Cl)c3)c(OC)c1)[C@H]1C(=O)N(C)C(=O)[C@H]12
23) Cc1ccc(C(=O)Nc2ccccc2C(=O)Nc2ccccn2)cc1Cl
24) COc1ccc(/C=C(/NC(=O)c2ccc(OC)c(OC)c2)C(=O)NCCc2c[nH]c3ccccc23)cc1

screen / no.	17	18	19	20	21	22	23	24
CHRM4 PAM	2	-5	3	7	0	3	-3	-9
M5 ag	-8	11	1	-1	-4	-1	-4	2
CHO-K1 Ca PAM	-6	8	-11	10	-7	15	-9	22
CHRM4 antagonist	-12	-13	2	4	5	7	-6	9
CHO-K1 Ca ag	0.2	12	0.5	1.7	0.6	1.4	-0.2	5.8
M4 ag	3	22	0	2	2	2	0	2
CHO-K1 Ca antag	-2	-12	4	-15	6	-10	17	-12
M5 antag	-11	8	0	-1	9	9	10	-6
M5 PAM	4	-23	4	-2	-1	-3	-8	4

25) CC(=O)C1=C(c2ccccc2)OC(N)=C(C#N)C1c1ccccc1F (centres undefined)
26) CCCCCC(=O)N1C[C@H](n2cc(C3CC3)nn2)[C@@H](O)C[C@@H]1c1ccc(Cl)cc1
27) Cc1ccccc1/C(N)=N/OC(=O)N1c2ccccc2Sc2ccccc21
28) COc1cc(-c2csc(NC3CCCCC3)n2)cc(OC)c1OC
29) Cc1cc(S(=O)(=O)Nc2nc(CN3CCOCC3)nc3sc4c(c23)CCCC4)ccc1F
30) CCCNC(=O)NCc1ccc(N2CCCC2=O)cc1
31) CCN(C1CCCCC1)S(=O)(=O)c1ccc(S(=O)(=O)N(CC(=O)Nc2ccccc2)C2CC2)cc1
32) O=C(C[C@H]1C(=O)N(Cc2cccnc2)C[C@@H]1Cc1ccccc1)Nc1ccc(Br)cc1

screen / no.	25	26	27	28	29	30	31	32
CHRM4 PAM	-4	2	4	1	6	17	14	-7
M5 ag	-3	3	-8	-2	3	-4	-2	-2
CHO-K1 Ca PAM	5	17	11	-3	21	17	17	14
CHRM4 antagonist	4	-3	4	1	-11	7	-7	-3
CHO-K1 Ca ag	-0.2	8.1	0.0	0.1	1.4	0.4	1.0	3.8
M4 ag	0	2	-3	3	2	1	-1	5
CHO-K1 Ca antag	3	2	-10	-17	-13	-5	-33	-10
M5 antag	5	-7	3	6	-5	-2	-5	5
M5 PAM	-1	4	-4	-2	4	0	-6	-7

# Retrieved one by one from the list above (7):
25) CC(=O)C1=C(c2ccccc2)OC(N)=C(C#N)C1c1ccccc1F (centres undefined)
30) CCCNC(=O)NCc1ccc(N2CCCC2=O)cc1
31) CCN(C1CCCCC1)S(=O)(=O)c1ccc(S(=O)(=O)N(CC(=O)Nc2ccccc2)C2CC2)cc1
28) COc1cc(-c2csc(NC3CCCCC3)n2)cc(OC)c1OC
32) O=C(C[C@H]1C(=O)N(Cc2cccnc2)C[C@@H]1Cc1ccccc1)Nc1ccc(Br)cc1
27) Cc1ccccc1/C(N)=N/OC(=O)N1c2ccccc2Sc2ccccc21
29) Cc1cc(S(=O)(=O)Nc2nc(CN3CCOCC3)nc3sc4c(c23)CCCC4)ccc1F

screen / no.	25	30	31	28	32	27	29
CHRM4 PAM	-4	17	14	1	-7	4	6
M5 ag	-3	-4	-2	-2	-2	-8	3
CHO-K1 Ca PAM	5	17	17	-3	14	11	21
CHRM4 antagonist	4	7	-7	1	-3	4	-11
CHO-K1 Ca ag	-0.2	0.4	1.0	0.1	3.8	0.0	1.4
M4 ag	0	1	-1	3	5	-3	2
CHO-K1 Ca antag	3	-5	-33	-17	-10	-10	-13
M5 antag	5	-2	-5	6	5	3	-5
M5 PAM	-1	0	-6	-2	-7	-4	4

# Going on with the list:
33) O=C(CSc1ncc(-c2ccccc2)nn1)NCc1ccco1
34) CN1C(=O)C2ON(c3ccccc3)C(c3cccs3)C2C1=O (centres undefined)
35) CCCCCN1C=CC=C/C1=C\C=C(C#N)C#N
36) CCN1C(=O)c2ccccc2S(=O)c2ccc(C(=O)NC3CC3)cc21 (centres undefined)
37) COc1ccc(-n2nc(C(=O)NCC(=O)NC3CCCC(C)C3C)c3ccccc3c2=O)c(OC)c1 (centres undefined)
38) COc1ccc(Cl)cc1NC(=O)c1cc(C)no1
39) COC(=O)CSc1nc2cc(OC)ccc2n1C
40) CC1(C(=O)Nc2ccc3c(c2)OCCO3)CN(S(C)(=O)=O)CC(=O)N1CCc1ccccc1F (centres undefined)

screen / no.	33	34	35	36	37	38	39	40
CHRM4 PAM	-9	-4	-11	-1	-9	0	6	-2
M5 ag	0	-9	10	2	-1	-6	-1	5
CHO-K1 Ca PAM	22	14	-6	16	2	8	-2	·
CHRM4 antagonist	4	11	14	16	8	-9	-4	10
CHO-K1 Ca ag	1.9	0.3	6.3	0.5	-0.3	-0.1	0.3	·
M4 ag	0	0	4	1	1	0	0	5
CHO-K1 Ca antag	-6	-7	1	-7	-5	-13	-5	·
M5 antag	-1	-5	-1	0	13	2	7	4
M5 PAM	-4	-9	-3	0	-2	0	9	8

41) COc1ccc(C=NCCCN2CCOCC2)cc1
42) CCOCCCNCc1ccc(OC)cc1
43) COc1ccc(C(=O)OCC(=O)c2ccc3c(c2)NC(=O)CO3)cc1OC
44) COc1nc2ccccc2nc1N1CCN(c2ccc(F)cc2)CC1
45) Cc1ccc(C)c(NC(=O)N2CCc3ccccc3C2)c1
46) CCOC(=O)C(C)Sc1nc(=O)n2ccccc2n1 (centres undefined)
47) Cn1ncc(N=Cc2ccccc2)c1C(N)=O
48) O=C(CCNS(=O)(=O)c1ccccc1)NCCCSc1ccccc1

screen / no.	41	42	43	44	45	46	47	48
CHRM4 PAM	2	4	14	0	4	13	4	-1
M5 ag	-1	-3	3	-2	-4	-4	1	0
CHO-K1 Ca PAM	-8	-6	6	4	-4	13	13	-12
CHRM4 antagonist	-3	3	1	-12	-1	-8	0	-3
CHO-K1 Ca ag	-0.3	-0.2	1.5	0.8	-0.1	-0.2	0.2	1.6
M4 ag	0	0	2	1	1	1	1	0
CHO-K1 Ca antag	4	11	-23	-11	9	-12	-1	-3
M5 antag	-5	14	19	0	-8	-4	-4	6
M5 PAM	6	-4	-1	0	1	4	5	-10

49) Nn1c(SCC(=O)Nc2ccc(F)cc2F)nnc1-c1cccnc1
50) CCOc1ccccc1OCCOCCOc1ccccc1[N+](=O)[O-]
51) COCCNc1ccc(S(=O)(=O)N2CCCC2)cn1
52) COc1cc(C(=O)NCC(=O)n2nc(C)cc2C)cc(OC)c1OC
53) COc1ccc(S(=O)(=O)c2ccc(OC)c(OC)c2)cc1OC
54) COc1ccccc1NC(=O)Cn1c(O)c(N=NC(=O)c2ccccc2O)c2ccccc21
55) Cc1cc(-c2nc3ccccc3c(=O)o2)ccc1[N+](=O)[O-]
56) CCOC(=O)c1c(C2COc3ccccc3O2)csc1NC(=O)c1ccco1 (centres undefined)

screen / no.	49	50	51	52	53	54	55	56
CHRM4 PAM	8	3	11	5	8	-8	1	-3
M5 ag	1	-1	-2	-2	-2	1	0	2
CHO-K1 Ca PAM	16	7	9	10	17	-1	3	-6
CHRM4 antagonist	-3	2	-4	-2	-4	5	-1	1
CHO-K1 Ca ag	0.6	0.3	-0.5	3.4	1.4	2.8	0.1	-0.5
M4 ag	1	4	2	0	0	10	-1	0
CHO-K1 Ca antag	-17	8	9	-8	-17	-3	-6	3
M5 antag	-1	3	9	-6	2	10	4	-1
M5 PAM	4	1	-1	-2	8	-22	1	-3
